Assay outcomes (PubChem)
E coli WT inh – growth inhibitors of wild type E. coli, primary screen, strain BW25113 wild type, absorbance readout | 20,000 tested, 0.05% active | E. coli BW25113 growth inhibition, OD600 | inhibition, % at 10 µM; in the data active = inhibition above about 40%;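 note: bacteria exposed to compound for 20 hours at 37 °C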
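assay system = bacterial strain in a whole-cell growth screen | quantity = inoculum from a 1:1000 dilution of a 1.5 h subculture | buffer or medium = LB broth with 50 µg/mL kanamycin | compound dosing = one dose, 10 µM final | schedule = compound exposure of 20 h at 37 °C | technique = absorbance at 615 nm as a measure of bacterial growth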
An asterisk follows results filed as active; & = joins results of further samples.

SMILES | E coli WT inh
CC[C@@H]1C(=O)OC[C@@H]1Cc1cncn1C | 1&10

Not all compounds are listed; the hit share may differ from the screen's.
